Screens deposited in PubChem by The Scripps Research Institute Molecular Screening Center.
OXTR ag – human OXTR agonists, primary screen, fluorescence, CHO-OTR cells, Fluo-8 calcium | 320,000 tested, 0.32% active | AID 2435, 2010 | activation, % at 3 µM | Fluo-8 calcium fluorescence; normalized: DMSO 0%, oxytocin 100% | Oxytocin receptor (Homo sapiens), P30559;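 active means activation above the mean of all tested compounds plus 3 SD, cutoff set per screening run, cut at about 20% in these data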;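 further: peak over basal fluorescence ratio from a 100 s FLIPR kinetic read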
CHRM1 antagonist – human M1 muscarinic receptor antagonists, primary screen, CHO-K1 cells, Fluo-8 calcium fluorescence, 1536-well; Muscarinic acetylcholine receptor M1 (Homo sapiens), P11229; AID 588852, 2011; inhibition, % at 3 µM; CHO-K1 hM1, ACh EC80 antagonist; 360,000 tested, 1.3% active;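 active means percent inhibition above its own plate's cutoff, namely the mean of that plate's compound wells plus 3 SD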;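 further: peak over basal fluorescence ratio during 140 s after agonist addition; 0% = ACh EC80 plus DMSO and 100% = DMSO alone without agonist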
Target sequence (P11229 whole entry, looked up): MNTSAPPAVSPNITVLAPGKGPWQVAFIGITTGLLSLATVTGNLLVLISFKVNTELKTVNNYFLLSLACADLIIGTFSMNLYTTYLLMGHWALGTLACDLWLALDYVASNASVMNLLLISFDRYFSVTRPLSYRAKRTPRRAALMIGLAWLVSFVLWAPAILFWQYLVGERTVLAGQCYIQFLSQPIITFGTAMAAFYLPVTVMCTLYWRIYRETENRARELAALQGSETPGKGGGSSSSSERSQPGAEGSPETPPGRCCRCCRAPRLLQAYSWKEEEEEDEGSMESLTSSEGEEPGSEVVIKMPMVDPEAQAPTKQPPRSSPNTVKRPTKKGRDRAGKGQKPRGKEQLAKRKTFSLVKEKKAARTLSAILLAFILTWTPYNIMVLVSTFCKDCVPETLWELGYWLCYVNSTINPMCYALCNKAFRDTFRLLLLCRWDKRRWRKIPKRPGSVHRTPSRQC
V1R ag counter – agonists of human V1a receptor, primary screen, counter-screen for OXTR agonist project, fluorescence, CHO-V1R cells | activation, % at 3 µM | Vasopressin V1a receptor (Homo sapiens), P37288 | Fluo-8 calcium fluorescence, agonist mode; 0% DMSO, 100% 3 nM vasopressin | 320,000 tested, 0.25% active;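 active means activation above the mean activation of all tested compounds plus 3 SD, per screening run, cut at about 20% in these data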;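 further: signal is peak over basal fluorescence ratio across a 100 second FLIPR read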
Target sequence (P37288 whole entry, looked up): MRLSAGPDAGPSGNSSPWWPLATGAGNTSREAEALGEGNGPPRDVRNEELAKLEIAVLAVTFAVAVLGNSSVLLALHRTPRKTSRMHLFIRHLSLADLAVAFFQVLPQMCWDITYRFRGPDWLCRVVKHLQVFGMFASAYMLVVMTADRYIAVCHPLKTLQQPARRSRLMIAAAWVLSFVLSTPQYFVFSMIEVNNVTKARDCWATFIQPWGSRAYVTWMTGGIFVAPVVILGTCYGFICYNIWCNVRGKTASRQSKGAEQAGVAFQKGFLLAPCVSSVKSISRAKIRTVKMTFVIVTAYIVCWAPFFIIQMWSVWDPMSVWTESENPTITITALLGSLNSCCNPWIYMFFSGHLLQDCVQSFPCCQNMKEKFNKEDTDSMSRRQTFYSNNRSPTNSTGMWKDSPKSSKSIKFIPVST
TAAR1 antagonist – human TAAR1 antagonists, primary screen, Fluo-8 calcium fluorescence, CHO RD-HGA16 cells; inhibition, % at 3 µM; 360,000 tested, 1.5% active; antagonist; AID 624466, 2012; Trace amine-associated receptor 1 (Homo sapiens), Q96RJ0;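 active means inhibition above a per-plate cutoff, the mean inhibition of test compounds on that plate plus 3 SD, cut at about 49% in these data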;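 further: 0% = DMSO plus EC80 beta-PEA response and 100% = DMSO alone without agonist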
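System: CHO RD-HGA16 cells bearing hTAAR1. Reagent: EC80 β-phenethylamine stimulus. Schedule: seeding 17-24 h prior, 75-min 37 °C, 30-min RT dye loading. Signal: Fluo-8 intracellular calcium dye fluorescence, real-time kinetic reads. Read-out: % inhibition from peak post-agonist over basal fluorescence ratio. Benchmarks: vehicle wells and EC80 agonist wells. Replicates: n of 1.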
TAAR1 agonist – human TAAR1 agonists, primary screen, Fluo-8 calcium fluorescence, CHO RD-HGA16 cells; Trace amine-associated receptor 1 (Homo sapiens), Q96RJ0; vehicle wells 0%, saturating PEA agonist 100%; activation, % at 3 µM; 360,000 tested, 0.99% active;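 active means activation above the mean activation of all test compounds in the run plus 3 SD, cut at about 38% in these data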
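test system = CHO RD-HGA16 cells carrying human TAAR1 plus Gα16 | schedule = 17-24 h seeding, 75 min 37 °C dye, 30 min RT | compound dosing = 3 µM single concentration | control set = DMSO and PEA EC100 | replicates = n 1 | signal = Fluo-8 fluorescence, 5 s baseline then 140 s kinetic read | measure = percent activation vs PEA EC100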
CHRM1 PAM – human M1 muscarinic receptor positive allosteric modulators, primary screen, CHO-K1 cells, Fluo-8 calcium fluorescence, 1536-well | AID 588819, 2011 | activation, % at 3 µM | Muscarinic acetylcholine receptor M1 (Homo sapiens), P11229 | 360,000 tested, 0.088% active | CHO-K1 hM1, ACh EC20; 0% = ACh EC20, 100% = maximal ACh; in the data active means activation above about 19%, passing the limit was not always enough
M1 ag – human M1 muscarinic receptor agonists, primary screen, Fluo-8 calcium fluorescence, CHO-K1 cells, HTS. Muscarinic acetylcholine receptor M1 (Homo sapiens), P11229. CHO-K1 hM1, agonist mode; 0% DMSO, 100% acetylcholine EC100. activation, % at 3 µM. 360,000 tested, 0.33% active. AID 588814, 2011;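 active means activation above the run's mean compound activation plus 3 SD, cut at about 16% in these data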;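 further: peak over basal fluorescence ratio within a 140 s kinetic read after compound addition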
OXTR potentiator – human OXTR potentiators, primary screen, fluorescence, CHO-OTR cells, Fluo-8 calcium; AID 2445, 2010; 320,000 tested, 0.061% active; activation, % at 3 µM; Fluo-8 calcium fluorescence, potentiator mode; 0% = oxytocin EC15, 100% = EC100;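 active means activation above that plate's cutoff, the mean activation of tested compounds plus 3 SD, cut at about 6.6% in these data, passing the limit was not always enough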;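 further: 100% uses oxytocin at 75 nM as the full agonist control; some results filed as inactive read as strong as hits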
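assay system = CHO-OTR cells, human receptor | schedule = compound 6 min at room temperature before oxytocin, 100 s read | detection = Fluo-8 intracellular calcium fluorescence, ex 470-495, em 515-575 nm | evaluation = normalized max/min fluorescence ratio, % activation | control set = EC15 oxytocin alone as 0%, 75 nM oxytocin (EC100) as 100%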
CHO parental Ca – ATP-evoked calcium signal inhibitors, parental CHO, primary screen, counter-screen for OX1R antagonist project, cell-based, fluorescence, Fluo-8 calcium dye. parental CHO-K1, ATP-induced calcium, Fluo-8 fluorescence. inhibition, % at 5.6 µM. 330,000 tested, 0.63% active. AID 463079, 2010;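 active means inhibition above that plate's mean sample inhibition plus 3 SD, cut at about 26% in these data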;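 further: 0% = ATP-challenged DMSO wells and 100% = DMSO wells without ATP; some compounds past the cut are filed as inactive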
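Test system: untransfected parental CHO cell line. Compound: one dose, 5.6 µM nominal. Detection: intracellular calcium via Fluo-8 no-wash fluorescent dye. Measure: % inhibition. Benchmarks: ATP-challenged DMSO wells low, unchallenged DMSO wells high.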
Active calls of the source: *; nt = not tested or not shown.

SMILES | OXTR ag | CHRM1 antagonist | V1R ag counter | TAAR1 antagonist | TAAR1 agonist | CHRM1 PAM | M1 ag | OXTR potentiator | CHO parental Ca
COC(=O)CCCC1=CC2=CC(=O)C(C)(OC(=O)c3cccs3)C(=O)C2=CN1C1CCCCC1 (stereo not given) | 0.3 | 12 | -0.1 | -2 | 3 | 1 | -3 | 4 | -16
CCOC(=O)C1=C(CSc2nc(C)cc(C)c2C#N)OC(N)=C(C#N)C1c1cccs1 (stereo not given) | 1.1 | nt | 4.1 | nt | nt | nt | nt | -5 | -1
CCOc1ccc(/C(O)=C2/C(=O)C(=O)N(c3nc(C)c(C)s3)C2c2ccco2)cc1 (stereo not given) | -0.8 | -12 | 0.7 | -16 | 3 | 5 | -4 | -14 | -11
COc1ccc(C2OC(=O)CC2C(=O)NCc2ccc(Cl)cc2)cc1OC (stereo not given) | -0.8 | -12 | -0.7 | -40 | 11 | 10 | -5 | -14 | -8
Cc1cccc(C(C(=O)NC2CCCCC2)N(C(=O)c2csnn2)C2CC2)c1 (stereo not given) | -0.9 | -16 | -0.9 | -17 | 0 | 16 | -3 | -3 | -8
CCN(CC(=O)NC1CCS(=O)(=O)C1)S(=O)(=O)c1ccc2ccccc2c1 (stereo not given) | 0.7 | 10 | 0.2 | 19 | 9 | -5 | -1 | -5 | -5
COc1ccccc1NS(=O)(=O)c1cccc(N2CC(O)=C(c3ccccc3)C2=N)c1 | 0.1 | 21 | -0.3 | -12 | 10 | 0 | -9 | -13 | -18
CCOc1ccc(-c2cn(-c3ccccc3OC)c(=S)[nH]2)cc1 | 0.3 | -20 | 1.8 | 7 | 0 | 9 | -8 | -1 | -22
COc1ccc(C(=O)N2CCN(c3ncnc4c(-c5ccccc5)nsc34)CC2)cc1 | nt | -6 | nt | -1 | 5 | 4 | -4 | nt | nt
NS(=O)(=O)c1cc(C(=O)O)cc(N2CCCC2)c1Oc1ccccc1 | 0.5 | -37 | -0.3 | -14 | 1 | 7 | -1 | -2 | -10
Cc1cc(C(=O)OCC(=O)NC(C)c2ccccc2)c(C)o1 (stereo not given) | -2.2 | -4 | -0.3 | -12 | 4 | 11 | -3 | -8 | -21
CCOc1ccc(S(=O)(=O)N2CCC(C(=O)N3CCN(c4ccccc4)CC3)CC2)cc1 | -1.0 | -9 | 0.5 | -19 | 1 | 20 | 5 | -13 | -7
Cc1nnc(Sc2cc(NCCCO)c([N+](=O)[O-])c3nonc23)s1 | nt | -4 | nt | 7 | 1 | 9 | -3 | nt | nt
Cc1cccc(OCCn2c(=O)sc3ccccc32)c1 | -1.8 | -15 | -0.5 | 16 | 6 | 5 | -5 | -5 | -15
CN(c1ccccc1)S(=O)(=O)c1cccc(C(=O)NCC(c2cccs2)N2CCOCC2)c1 (stereo not given) | nt | -12 | nt | 3 | 17 | 1 | -2 | nt | nt
COc1cc(C2CC(=O)Oc3c(C(CCN4CCOCC4)c4ccc(N(C)C)cc4)c(OC)cc(OC)c32)cc(OC)c1OC (stereo not given) | 0.1 | 2 | -0.9 | -15 | 3 | 1 | -5 | 5 | -25
COc1ccc(S(=O)(=O)N(CC(=O)N2CCOCC2)Cc2ccccc2)cc1 | 0.7 | -3 | 0.2 | -2 | 0 | 5 | -8 | -9 | -18
CC(=O)c1sc(NC(=O)C2CC(=O)N(Cc3ccccc3)C2)nc1-c1ccccc1 (stereo not given) | -0.8 | -1 | -0.3 | 29 | 2 | 0 | -4 | -9 | -15
COc1ccc(S(=O)(=O)N2CCC(C(=O)N[C@@H](C)C(=O)NCc3ccc(F)cc3)CC2)cc1 | 0.3 | -11 | 0.8 | -10 | -1 | 7 | -4 | -1 | -17
Cc1cccc(C(C)C)c1NC(=O)c1ccc(COc2ccc3c(C)cc(=O)oc3c2)cc1 | -0.2 | -1 | 1.8 | 10 | 5 | -4 | -9 | -11 | -23
O=C(NNC(=S)NC(=O)c1ccc(F)cc1)c1cccnc1 | -1.2 | -6 | -0.1 | -9 | 0 | 1 | -2 | 2 | 5
Cc1ccccc1CN1CCN(Cc2cc(=O)c3ccccc3[nH]2)CC1CCO (stereo not given) | -0.5 | -8 | 0.2 | -5 | 0 | 4 | -8 | -15 | -9
CCCc1cc(=O)oc2cc(OCc3ccc(C(=O)O)o3)ccc12 | 0.3 | -13 | 0.3 | 4 | 3 | 7 | -2 | -1 | 6
CCOC(=O)C1CCN(C(=O)c2cc(S(=O)(=O)N3CCCCC3)ccc2C)CC1 | 0.7 | -4 | 0.2 | -21 | 2 | 6 | -1 | -6 | -13
COc1ccc(C2C(Oc3ccccc3)C(=O)N2c2cc(C)ccc2C)cc1OC (stereo not given) | -0.9 | -4 | 0.9 | 0 | 11 | 1 | -5 | -9 | -18
Cc1ccc(-n2nc3c(c2NC(=O)c2ccco2)CS(=O)(=O)C3)c(C)c1 | 0.1 | -12 | 0.5 | -11 | 0 | 9 | -2 | -4 | 3
Nn1c(COc2ccc(Cl)cc2)nc2ccccc2c1=O | 0.6 | -2 | 0.7 | 18 | 6 | 9 | 1 | -12 | -7
O=C(CNC(=O)c1ccccc1Br)Nc1cccc(S(=O)(=O)Nc2ccccc2Cl)c1 | nt | 3 | nt | 27 | 9 | -4 | -2 | nt | nt
Clc1cccc(-c2nc3ccc(Br)cn3c2Cc2ccccc2)c1 | nt | -17 | nt | 17 | -1 | -5 | -6 | nt | nt
C=CCNC(=O)c1snnc1-c1ccccc1 | 2.1 | 5 | 0.8 | -6 | 3 | 4 | 0 | -13 | 2
COc1cc(OC)cc(-c2sc3ccc(OC)cc3c2-c2ccc(O)cc2)c1 | 1.7 | 13 | 2.0 | 17 | -1 | -8 | -5 | -3 | -5
COc1ccccc1N1CCN(CCN2C(=O)CC3(CCCC3)CC2=O)CC1 | 0.2 | -23 | 3.0 | -15 | 3 | -8 | -5 | -14 | -16
COc1ccc(C(C(=O)NC2CCCCC2)N(Cc2cccnc2)C(=O)c2snc(C(N)=O)c2N)cc1 (stereo not given) | 1.4 | -2 | 2.1 | 10 | 2 | 2 | -2 | -13 | -27
O=C(CSc1nc2ccsc2c(=O)n1CC1CCC(C(=O)O)CC1)c1ccc(Cl)cc1 (stereo not given) | 0.7 | -7 | -0.2 | -11 | 5 | 6 | -1 | -8 | -9
CCOC(=O)C1=C(c2ccccc2)N(C)C(=O)NC1c1ccc(O)c(OC)c1 (stereo not given) | 0.6 | 12 | 1.0 | 3 | 14 | 3 | 5 | -1 | -6
CCCCOc1ccc(-c2nc(=S)[nH][nH]2)cc1 | -1.3 | -11 | -0.5 | 9 | 1 | 7 | 1 | -3 | -1
CC1CCN(S(=O)(=O)c2ccc(S(=O)(=O)N3CCC4(CC3)OCCO4)cc2)CC1 | -1.1 | -5 | 1.1 | 6 | 1 | 3 | -5 | -2 | -8
Cc1nn(CC(=O)NCc2ccccc2)c(C)c1[N+](=O)[O-] | -1.5 | -17 | 0.4 | 3 | 4 | 10 | 1 | -12 | -13
NC(=O)C1CCN(CC(O)COCc2ccccc2Cl)CC1 (stereo not given) | 1.0 | -12 | 0.2 | 3 | -2 | 15 | -3 | 4 | -4
O=C(Nc1cccc(NC(=O)c2cccc(F)c2)c1)c1ccccc1 | -1.3 | 1 | 7.2 | 7 | 7 | 1 | -3 | -7 | -19
CCC1CCCCN1C(=O)CSc1nnc(CNC(=O)c2c(F)cccc2Cl)o1 (stereo not given) | 2.0 | -2 | 0.8 | -14 | 2 | 3 | -4 | 2 | -12
Cc1cc(NC(=O)Cn2ccsc2=N)c([N+](=O)[O-])cc1C | 0.2 | 5 | 0.4 | -16 | 12 | 3 | -11 | -10 | -14
Cc1nn(-c2ccccc2)c(C)c1NC(=O)COC(=O)c1ccc(Cl)c(S(N)(=O)=O)c1 | 0.6 | 19 | 0.8 | 53* | 13 | -9 | -2 | -9 | -11
c1nc(N2CCC3(CC2)OCCO3)c2c3c(sc2n1)CCCC3 | -1.1 | -8 | 1.4 | 7 | 3 | 1 | 0 | -13 | -17
Cc1cccc(NC(=O)CNC(=O)c2ccc3c(c2)OCO3)n1 | 0.6 | -5 | 0.5 | 0 | 1 | 4 | -1 | -9 | 1
CNC(=S)NCCN1CCOCC1 | -1.1 | -12 | 0.3 | -1 | 1 | 11 | -5 | -3 | 6
O=[N+]([O-])c1ccc(CNCc2cc(Cl)ccc2O)cc1 | 2.1 | -4 | 1.7 | 4 | 51* | 7 | 0 | -2 | 0
CN(CC(=O)Nc1cccc(F)c1)CC(=O)Nc1cccc(S(=O)(=O)N(C)c2ccccc2)c1 | nt | 17 | nt | 63* | 26 | -8 | -3 | nt | nt
CC1CC(C)CN(C(=O)c2cccc(S(=O)(=O)N(C)c3ccccc3)c2)C1 (stereo not given) | nt | -11 | nt | -5 | 6 | 8 | -2 | nt | nt
CCc1ccc2oc(-c3ccc(OC)cc3)cc(=Nc3cccc(C(=O)O)c3)c2c1 | 3.0 | -3 | 0.3 | -3 | 12 | 3 | -5 | -18 | -25

3 of the entries above in order of the CHRM1 antagonist value, lowest first:
Structure | CHRM1 antagonist | CHRM1 PAM | M1 ag
Cc1ccc(-n2nc3c(c2NC(=O)c2ccco2)CS(=O)(=O)C3)c(C)c1 | -12 | 9 | -2
O=C(NNC(=S)NC(=O)c1ccc(F)cc1)c1cccnc1 | -6 | 1 | -2
COc1cc(C2CC(=O)Oc3c(C(CCN4CCOCC4)c4ccc(N(C)C)cc4)c(OC)cc(OC)c32)cc(OC)c1OC (stereo not given) | 2 | 1 | -5
